Compound activity: PubChem BioAssay, Sanford-Burnham Center for Chemical Genomics
MPTP block: blocks calcium-induced mitochondrial swelling | 360,000 tested, 1.4% active | AID 602449 | isolated mouse mitochondria, Ca2+ swelling absorbance, 30 min | inhibition, % at 10 µM;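 active = inhibition of 50% or more, scaled per plate between neutral and stimulator controls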;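 note: 0% = DMSO wells given calcium and 100% = 1 mM EGTA wells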
SENP6 block: inhibitors of human SENP6 protease. Q9GZR1. Recombinant SENP6 catalytic domain, aminoluciferin luminescence. inhibition, % at 10 µM. 330,000 tested, 1.8% active. AID 2599;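 active = inhibition above about 50% at the single tested dose, limit read from the data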;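 note: plate controls were DMSO wells with enzyme for no effect and DMSO wells lacking enzyme for full effect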
Target sequence (Q9GZR1 628-1112 limits assumed): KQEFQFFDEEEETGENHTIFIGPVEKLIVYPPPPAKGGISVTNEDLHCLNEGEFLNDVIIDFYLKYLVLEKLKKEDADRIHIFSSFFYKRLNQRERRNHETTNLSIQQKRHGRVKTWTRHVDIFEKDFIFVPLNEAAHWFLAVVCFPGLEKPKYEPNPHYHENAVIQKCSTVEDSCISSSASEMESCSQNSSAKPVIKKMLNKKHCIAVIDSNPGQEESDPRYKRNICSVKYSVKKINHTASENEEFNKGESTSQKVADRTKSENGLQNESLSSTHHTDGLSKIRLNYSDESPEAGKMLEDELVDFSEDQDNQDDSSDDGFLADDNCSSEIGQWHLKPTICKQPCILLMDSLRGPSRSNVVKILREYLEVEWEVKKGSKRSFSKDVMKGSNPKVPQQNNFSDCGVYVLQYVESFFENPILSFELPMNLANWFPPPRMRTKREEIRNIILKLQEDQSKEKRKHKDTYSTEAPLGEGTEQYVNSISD
PfG6PD inh: PfG6PD (Plasmodium falciparum) enzyme inhibition; PfGluPho enzyme, NADPH resazurin-diaphorase fluorescence; inhibition, % at 20 µM; 350,000 tested, 0.78% active; AID 504690;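 active = inhibition reaching at least a set limit at 20 µM in the primary screen, cut at about 59% in these data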;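 note: 0% = DMSO wells with substrate and 100% = DMSO wells lacking glucose-6-phosphate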
hIAP activ: increases human intestinal alkaline phosphatase activity | P09923 | purified human IAP, CDP-Star luminescence, 30 min; active compounds read high; 1 = vehicle-only enzyme, 0 = enzyme-free background | AID 2524 | 330,000 tested, 0.16% active | activation factor at 10 µM;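 active = activation factor of the enzyme at least 2-fold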; note: the source names both 10 and 20 µM as test concentration; values of inactives mirror those of a sister screen read the other way
Target sequence (P09923 whole entry, looked up): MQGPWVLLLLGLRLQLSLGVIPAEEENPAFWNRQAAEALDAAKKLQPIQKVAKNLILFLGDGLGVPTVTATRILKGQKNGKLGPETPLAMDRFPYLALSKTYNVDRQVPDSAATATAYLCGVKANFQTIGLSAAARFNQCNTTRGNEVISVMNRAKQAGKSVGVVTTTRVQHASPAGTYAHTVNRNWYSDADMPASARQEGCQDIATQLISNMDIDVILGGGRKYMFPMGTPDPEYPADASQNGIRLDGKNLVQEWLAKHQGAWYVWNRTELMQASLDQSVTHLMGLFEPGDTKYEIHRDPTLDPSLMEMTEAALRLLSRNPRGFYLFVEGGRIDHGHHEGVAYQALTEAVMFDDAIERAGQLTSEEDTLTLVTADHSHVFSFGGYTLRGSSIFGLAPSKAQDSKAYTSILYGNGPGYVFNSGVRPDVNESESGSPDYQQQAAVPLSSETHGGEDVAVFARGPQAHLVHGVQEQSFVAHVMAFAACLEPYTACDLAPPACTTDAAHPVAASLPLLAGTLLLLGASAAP
GRIN3A LBD mod: modulates the human NR3A ligand-binding domain | Tm shift relative to glycine control, % at 25 µM | 340,000 tested, 2.5% active | NR3A LBD differential scanning fluorimetry, Tm shift; 0% = protein alone, 100% = glycine-bound protein | AID 1259313;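 active = melting temperature shift of at least 10% of the positive control shift, at one fixed dose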
ATG4B inh: inhibitors of human ATG4B cysteine protease | Q9Y4P1 | ATG4B cleavage of LC3-PLA2, NBD-HPC fluorescence, 1 h | inhibition, % at 8.33 µM | 340,000 tested, 0.51% active; in the data active = inhibition above about 40%
SENP8 inh: blocks human SENP8 cleavage of Nedd8 substrate; recombinant SENP8, Nedd8 substrate fluorescence; inhibition, % at 20 µM; 360,000 tested, 0.64% active; AID 602440; in the data active = inhibition mostly above about 40%, no sharp cut-off; inactive = mostly below about 27%
SENP1 FRET inh: SENP1 (human) catalytic domain inhibition; inhibition, % at 10 µM; recombinant SENP1 catalytic domain, CyPet-SUMO1-YPet FRET cleavage; AID 624204; Q9P0U3; 360,000 tested, 0.21% active;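 active = inhibition at least 30% at 10 µM, raw YFP signal under a set limit, fluorescence ratio 0.5 to 1.5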;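 note: 0% = enzyme with DMSO and 100% = no enzyme wells; some results filed as inactive read as strong as hits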
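Compound: 10 µM single point, 0.5% DMSO; Test system: hSENP1 catalytic domain, recombinant; Timing: 50 min reaction at room temperature; Technique: FRET, CFP and YFP emission; Control set: no-enzyme wells low, DMSO-plus-enzyme wells high control.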
Active calls of the source: *.

How did CCCCc1nnc(NC(=O)C2=COCCO2)s1 do in these assays?
MPTP block: -0.2; SENP6 block: 21; PfG6PD inh: -19; hIAP activ: 1.2; GRIN3A LBD mod: 0; ATG4B inh: 6; SENP8 inh: 0; SENP1 FRET inh: 1

What do the screens show for `COC(=O)N(NC(=O)C(O)(c1ccccc1)c1ccccc1)c1ccccc1`?
MPTP block: -1.2; SENP6 block: -24; PfG6PD inh: 17; hIAP activ: 1; GRIN3A LBD mod: 0; ATG4B inh: -7; SENP8 inh: 16; SENP1 FRET inh: 0

How did Cc1cccc(N(CC(=O)Nc2ccccc2-c2ccccc2)S(=O)(=O)c2ccccc2)c1C do in these assays?
MPTP block: 1.1; SENP6 block: -19; PfG6PD inh: 7; hIAP activ: 1.1; GRIN3A LBD mod: -1; ATG4B inh: 33; SENP8 inh: 16; SENP1 FRET inh: 2

Results for COc1ccc(C(=O)Nc2cccnc2)cc1C(=O)Nc1cccnc1 ?
MPTP block: 1.9; SENP6 block: 1; PfG6PD inh: -1; hIAP activ: 0.88; GRIN3A LBD mod: 1; ATG4B inh: -1; SENP8 inh: 7; SENP1 FRET inh: 0

How did CCCOc1ccc(CCCN=C(N)N)cc1Cl do in these assays?
MPTP block: 2.3; SENP6 block: -18; PfG6PD inh: 8; hIAP activ: 1.3; GRIN3A LBD mod: 4; ATG4B inh: 1; SENP8 inh: 17; SENP1 FRET inh: -2

What do the screens show for `Cc1c(NS(=O)(=O)c2cccc(C(=O)NCc3cccc(Cl)c3)c2)c(=O)n(-c2ccccc2)n1C`?
MPTP block: 0.6; PfG6PD inh: 2; GRIN3A LBD mod: 0; ATG4B inh: -3; SENP8 inh: 8; SENP1 FRET inh: 0

Results for O=C(Nc1ccc(Oc2nnc(-c3ccccc3)c3ccccc23)cc1)c1ccccc1 ?
MPTP block: -1.6; SENP6 block: -2; PfG6PD inh: 11; hIAP activ: 0.91; GRIN3A LBD mod: 8; ATG4B inh: 3; SENP8 inh: 20; SENP1 FRET inh: 1

What do the screens show for `CCOC(=O)c1sc(NC(=O)/C=C/c2cnn(CC)c2C)c(C(=O)OCC)c1C`?
MPTP block: -2.1; SENP6 block: -2; PfG6PD inh: 48; hIAP activ: 0.82; GRIN3A LBD mod: -10; ATG4B inh: 1; SENP8 inh: -308; SENP1 FRET inh: -1

How did CCCCn1c(N)c(N(CC(C)C)C(=O)c2ccc(-n3c(C)ccc3C)cc2)c(=O)[nH]c1=O do in these assays?
MPTP block: 0.7; SENP6 block: -10; PfG6PD inh: -16; hIAP activ: 0.9; GRIN3A LBD mod: 0; ATG4B inh: -7; SENP8 inh: 2; SENP1 FRET inh: -16

What do the screens show for `COc1ccc(/C=N/NC(=O)C(=O)/C=C2\NC3(CCCC3)Cc3ccccc32)cc1`?
MPTP block: -0.7; SENP6 block: 11; PfG6PD inh: 10; hIAP activ: 0.93; GRIN3A LBD mod: 1; ATG4B inh: 33; SENP8 inh: 2; SENP1 FRET inh: -7

Results for CC(C)=C(NC(=O)c1ccccc1)C(=O)Nc1cccc(C)c1 ?
MPTP block: -1.3; SENP6 block: -16; PfG6PD inh: -11; hIAP activ: 1.2; GRIN3A LBD mod: -1; ATG4B inh: 4; SENP8 inh: -2; SENP1 FRET inh: 1

Results for CC(C)C1Nc2c(C(=O)O)cccc2C(Nc2ccccc2C(=O)O)C1(C)C (configuration not stated) ?
MPTP block: 0.0; SENP6 block: 16; PfG6PD inh: -22; hIAP activ: 1; GRIN3A LBD mod: 3; ATG4B inh: 11; SENP8 inh: -398; SENP1 FRET inh: -18

What do the screens show for `COc1cccc(CNS(=O)(=O)c2c(C(=O)N3CCCCCC3)c(C)n(C)c2C)c1`?
MPTP block: -2.3; SENP6 block: -8; PfG6PD inh: -2; hIAP activ: 1; GRIN3A LBD mod: -3; ATG4B inh: 1; SENP8 inh: 15; SENP1 FRET inh: 1

How did NC(=O)NO do in these assays?
MPTP block: -4.0; SENP6 block: -5; PfG6PD inh: 6; hIAP activ: 0.76; GRIN3A LBD mod: -1; ATG4B inh: -2; SENP8 inh: 1; SENP1 FRET inh: 2

Results for COc1cccc(CNC(=O)CCCc2c[nH]c3ccccc23)c1 ?
MPTP block: 0.7; SENP6 block: -5; PfG6PD inh: 6; hIAP activ: 1.1; GRIN3A LBD mod: -1; ATG4B inh: -2; SENP8 inh: 8; SENP1 FRET inh: -4

What do the screens show for `CCc1cc(=O)[nH]c(SCC(=O)Nc2ccc3c(c2)OCCO3)n1`?
MPTP block: -0.8; SENP6 block: -15; PfG6PD inh: -18; hIAP activ: 0.97; GRIN3A LBD mod: 2; ATG4B inh: -1; SENP8 inh: 6; SENP1 FRET inh: 2

What do the screens show for `Cc1ccc(C2(C)NC(=O)N(CC(=O)NCc3cccc(Cl)c3)C2=O)cc1` (configuration not stated)?
MPTP block: 1.6; SENP6 block: -30; PfG6PD inh: -8; hIAP activ: 1.1; GRIN3A LBD mod: 0; ATG4B inh: 0; SENP8 inh: 17; SENP1 FRET inh: -8

How did Cc1cccc(C(=O)Nc2cc(S(=O)(=O)N3CCOCC3)ccc2N2CCCC2)c1 do in these assays?
MPTP block: -0.8; SENP6 block: -11; PfG6PD inh: 6; hIAP activ: 0.88; GRIN3A LBD mod: 0; ATG4B inh: 0; SENP8 inh: 7; SENP1 FRET inh: -1

Results for CC(C)Cc1nc2sc3c(c2c(=O)n1N)CC(C(C)C)OC3 (configuration not stated) ?
MPTP block: 6.5; SENP6 block: -8; PfG6PD inh: -4; hIAP activ: 1.1; GRIN3A LBD mod: 0; ATG4B inh: 1; SENP8 inh: 4; SENP1 FRET inh: -1

Results for O=C(COC(=O)CCC(=O)c1ccc(F)cc1)NCc1ccccc1Cl ?
MPTP block: 0.5; SENP6 block: -13; PfG6PD inh: 11; hIAP activ: 1; GRIN3A LBD mod: 2; ATG4B inh: 2; SENP8 inh: 0; SENP1 FRET inh: 3

Results for Cn1c(=O)c2c(ncn2CCOc2ccc(F)cc2)n(C)c1=O ?
MPTP block: -1.0; SENP6 block: -22; PfG6PD inh: -4; hIAP activ: 1; GRIN3A LBD mod: -1; ATG4B inh: -6; SENP8 inh: -4; SENP1 FRET inh: -3

How did CCN(C(=O)C1CCCN1S(=O)(=O)c1ccc2c(c1)n(C)c(=O)c(=O)n2C)c1ccccc1 (configuration not stated) do in these assays?
MPTP block: 0.0; SENP6 block: -11; PfG6PD inh: 12; hIAP activ: 0.9; GRIN3A LBD mod: -1; ATG4B inh: 2; SENP8 inh: -82; SENP1 FRET inh: 1

What do the screens show for `C#Cc1ccc(C(=O)NCc2ccc(N3CCCC3=O)cc2)cc1`?
MPTP block: -4.8; SENP6 block: -25; PfG6PD inh: -6; hIAP activ: 0.99; GRIN3A LBD mod: 0; ATG4B inh: -12; SENP8 inh: -22; SENP1 FRET inh: -1

What do the screens show for `COc1ccccc1C(OC(=O)c1cccs1)C(=O)NCc1ccco1` (configuration not stated)?
MPTP block: -1.0; SENP6 block: 19; PfG6PD inh: -4; hIAP activ: 1.2; GRIN3A LBD mod: 1; ATG4B inh: 12; SENP8 inh: 29; SENP1 FRET inh: -4

What do the screens show for `O=C(O)C(F)(F)C(NCc1ccccc1)c1ccccc1` (configuration not stated)?
MPTP block: 0.4; SENP6 block: -15; PfG6PD inh: 8; hIAP activ: 1.1; GRIN3A LBD mod: 0; ATG4B inh: 2; SENP8 inh: 19; SENP1 FRET inh: 3

How did COc1ccc(C(=O)NC2CC(C)(C)Cc3c2cnn3-c2ccccc2)c(OC)c1 (configuration not stated) do in these assays?
MPTP block: 0.8; SENP6 block: -18; PfG6PD inh: 4; hIAP activ: 1.1; GRIN3A LBD mod: 0; ATG4B inh: 10; SENP8 inh: 6; SENP1 FRET inh: 2

Results for C/C(=N\OC(=O)C1CC1)C1CC1c1ccc(F)cc1 (configuration not stated) ?
MPTP block: -0.6; SENP6 block: -9; PfG6PD inh: -7; hIAP activ: 0.96; GRIN3A LBD mod: 1; ATG4B inh: -3; SENP8 inh: 18; SENP1 FRET inh: 0

Results for O=C(O)CCCCCNC(=O)c1ccc(Br)cc1 ?
MPTP block: -0.8; SENP6 block: 3; PfG6PD inh: -4; hIAP activ: 0.95; GRIN3A LBD mod: 0; ATG4B inh: -4; SENP8 inh: 11; SENP1 FRET inh: 1

How did CNCCOc1ccccc1-c1ccccc1 do in these assays?
MPTP block: 3.5; SENP6 block: -8; PfG6PD inh: -10; hIAP activ: 0.96; GRIN3A LBD mod: -1; ATG4B inh: 0; SENP8 inh: 25; SENP1 FRET inh: 0

What do the screens show for `COc1ccccc1CNC(=O)c1cc(S(=O)(=O)N2CCOCC2)cn1C`?
MPTP block: -2.4; SENP6 block: -10; PfG6PD inh: -2; hIAP activ: 0.98; GRIN3A LBD mod: 0; ATG4B inh: -23; SENP8 inh: 14; SENP1 FRET inh: 1

Results for CC(C)c1onc(C(=O)N2CCCCC2)c1[N+](=O)[O-] ?
MPTP block: -1.0; SENP6 block: 1; PfG6PD inh: -19; hIAP activ: 1.1; GRIN3A LBD mod: -3; ATG4B inh: 3; SENP8 inh: 28; SENP1 FRET inh: 0

What do the screens show for `CCc1ccc2nc(NC(=O)CSCc3c(C)noc3C)sc2c1`?
MPTP block: 4.8; SENP6 block: -28; PfG6PD inh: 8; hIAP activ: 1.1; GRIN3A LBD mod: -14; ATG4B inh: 4; SENP8 inh: 31; SENP1 FRET inh: 1

Results for CC(=O)c1c(C)oc2c1cc(NS(=O)(=O)c1ccc(C(=O)O)cc1)c1ccccc12 ?
MPTP block: -0.9; SENP6 block: -5; PfG6PD inh: 0; hIAP activ: 0.99; GRIN3A LBD mod: -19; ATG4B inh: -10; SENP8 inh: 12; SENP1 FRET inh: 1

What do the screens show for `COc1cccc(/C=N/NC(=S)NCc2ccco2)c1OC`?
MPTP block: 1.2; SENP6 block: -11; PfG6PD inh: 4; hIAP activ: 1.2; GRIN3A LBD mod: 2; ATG4B inh: -3; SENP8 inh: -5; SENP1 FRET inh: 0

How did COCCNS(=O)(=O)c1ccc2c(c1)Cc1cc(S(=O)(=O)NCCOC)ccc1-2 do in these assays?
MPTP block: 0.5; SENP6 block: 6; PfG6PD inh: -16; hIAP activ: 0.98; GRIN3A LBD mod: -2; ATG4B inh: 3; SENP8 inh: 21; SENP1 FRET inh: 1

Results for CC1CN(c2ccc([N+](=O)[O-])c(NCCOc3ccccc3)c2)CCN1 (configuration not stated) ?
MPTP block: 0.0; SENP6 block: 8; PfG6PD inh: 17; hIAP activ: 0.9; GRIN3A LBD mod: 2; ATG4B inh: -6; SENP8 inh: 26; SENP1 FRET inh: 1

Results for COC(=O)NNC(=O)c1cccc(C)c1 ?
MPTP block: 0.3; SENP6 block: -1; PfG6PD inh: -4; hIAP activ: 0.89; GRIN3A LBD mod: -2; ATG4B inh: 2; SENP8 inh: 8; SENP1 FRET inh: -1

How did Cc1cc(Oc2ccc(Br)cc2)nc(SCC(=O)c2ccccc2)n1 do in these assays?
MPTP block: 2.5; SENP6 block: -6; PfG6PD inh: -1; hIAP activ: 1.1; GRIN3A LBD mod: -4; ATG4B inh: 5; SENP8 inh: 16; SENP1 FRET inh: 0

What do the screens show for `O=C(Nc1ccc2c(c1)OCO2)C1CCN(C(=O)c2cccs2)CC1`?
MPTP block: 3.4; PfG6PD inh: 8; GRIN3A LBD mod: -2; ATG4B inh: -6; SENP8 inh: 12; SENP1 FRET inh: 0

What do the screens show for `COc1ccc(S(=O)(=O)N2CCOCC2)cc1NC(=O)Cc1cccs1`?
MPTP block: 0.0; SENP6 block: 8; PfG6PD inh: -7; hIAP activ: 1.2; GRIN3A LBD mod: 1; ATG4B inh: -5; SENP8 inh: 7; SENP1 FRET inh: -1
